# CCR6 antag: CCR6 receptor antagonists, primary screen, cell-based, CHO-K1, luminescence, beta-arrestin, uHTS. inhibition, % at 20 µM. AID 493098, 2011. 0.49% of 340,000 active. CHO-K1 CCR6 PathHunter beta-arrestin, CCL20-stimulated;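 active means compounds whose inhibition of the agonist-driven luminescence signal at 20 µM reaches about 50%, limit read from the data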;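 further: cells stimulated with CCL20 at 14 nM final; plate controls were DMSO with CCL20 for no effect and DMSO without agonist for full effect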
# Target sequence (P51684 whole entry, looked up): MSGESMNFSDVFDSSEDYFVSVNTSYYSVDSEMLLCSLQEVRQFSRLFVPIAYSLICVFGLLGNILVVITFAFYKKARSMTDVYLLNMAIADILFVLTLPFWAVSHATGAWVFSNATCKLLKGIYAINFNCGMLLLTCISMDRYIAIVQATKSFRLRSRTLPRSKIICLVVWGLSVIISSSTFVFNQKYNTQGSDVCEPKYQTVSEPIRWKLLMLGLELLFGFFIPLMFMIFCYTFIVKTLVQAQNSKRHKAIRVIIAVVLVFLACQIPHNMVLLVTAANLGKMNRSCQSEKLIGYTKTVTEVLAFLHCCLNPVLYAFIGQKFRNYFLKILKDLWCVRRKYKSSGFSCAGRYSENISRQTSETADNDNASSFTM
# APOBEC3A inh: APOBEC3A ssDNA deaminase inhibitors, primary screen, selectivity assay for APOBEC3G inhibitor project, biochemical, FAM/TAMRA oligo cleavage fluorescence. DNA dC->dU-editing enzyme APOBEC-3A (Homo sapiens), P31941. recombinant A3A, FAM/TAMRA ssDNA deamination fluorescence. inhibition, % at 20 µM. 0.41% of 330,000 active. AID 493011, 2011;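 active means at least 40% inhibition at 20 µM here, with at most 30% in a related deaminase screen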;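 further: plate controls were A3A with DMSO for no effect and wells lacking A3A enzyme for full effect; some results filed as inactive read as strong as hits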
# Target sequence (P31941 whole entry, looked up): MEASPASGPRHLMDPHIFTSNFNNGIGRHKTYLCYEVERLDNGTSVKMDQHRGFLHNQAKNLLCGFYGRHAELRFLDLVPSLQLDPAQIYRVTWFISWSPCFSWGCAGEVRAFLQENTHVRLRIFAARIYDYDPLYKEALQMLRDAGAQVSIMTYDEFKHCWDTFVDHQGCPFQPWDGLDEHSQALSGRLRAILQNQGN
# EBI2 block: EBI2 receptor antagonists, beta-arrestin recruitment, primary screen, cell-based, luminescence, 7a,25-OHC stimulation, uHTS; 7a,25-OHC stimulated; inhibition, % at 5 µM; 0.81% of 360,000 active; in the data active means inhibition above about 38%;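 further: enzyme fragment complementation signal reports receptor beta-arrestin coupling in cells; 0% = agonist plus DMSO wells and 100% = wells without agonist; some results beyond the cut were filed as inactive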
# A3G deaminase: APOBEC3G DNA deaminase inhibitors, primary screen, biochemical, fluorescence, single-stranded DNA substrate, uHTS | AID 493012, 2011 | recombinant A3G, ssDNA deamination FAM/TAMRA fluorescence | 0.28% of 330,000 active | inhibition, % at 20 µM;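 active means inhibition of at least 40% at 20 µM, with no more than 30% in the related APOBEC3A deaminase screen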;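 further: plate controls were DMSO wells with A3G for no effect and wells lacking A3G enzyme for full effect; some compounds called inactive have numbers as strong as hits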
# Target sequence (Q9HC16 whole entry, looked up): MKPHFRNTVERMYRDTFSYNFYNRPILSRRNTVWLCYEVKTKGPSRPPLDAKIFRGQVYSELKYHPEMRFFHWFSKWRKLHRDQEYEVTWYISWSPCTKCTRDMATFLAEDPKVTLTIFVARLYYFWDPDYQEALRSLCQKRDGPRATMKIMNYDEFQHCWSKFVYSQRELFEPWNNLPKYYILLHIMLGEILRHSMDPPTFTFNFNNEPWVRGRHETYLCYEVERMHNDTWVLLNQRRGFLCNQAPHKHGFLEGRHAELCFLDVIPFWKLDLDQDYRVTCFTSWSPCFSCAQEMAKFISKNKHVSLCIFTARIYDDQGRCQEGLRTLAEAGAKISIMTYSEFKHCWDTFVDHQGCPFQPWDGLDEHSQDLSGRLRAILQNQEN
# GRIN3A LBD mod: binders of NR3A ligand-binding domain, primary screen, biophysical, differential scanning fluorimetry, uHTS | Glutamate receptor ionotropic, NMDA 3A (GRIN3A) ligand-binding domain | NR3A LBD differential scanning fluorimetry, Tm shift; 0% = protein alone, 100% = glycine-bound protein | Tm shift relative to glycine control, % at 25 µM | 2.5% of 340,000 active;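 active means melting temperature shift of at least 10% of the positive control shift, at one fixed dose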
# Gli-Sufu antag: Gli-Sufu pathway antagonists, primary screen, luciferase luminescence, Sufu-KO-LIGHT cells, uHTS | Sufu-KO-LIGHT fibroblasts, Gli luciferase reporter luminescence | inhibition, % at 5 µM | 0.74% of 340,000 active | AID 588413, 2011;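 active means inhibition above about 55%, limit read from the data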;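 further: 0% = DMSO-treated cells and 100% = wells with medium but no cells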
# MPTP inh: mitochondrial permeability transition pore inhibitors, primary screen, biochemical, isolated mouse mitochondria, absorbance; Ca2+ swelling absorbance, 30 min; inhibition, % at 10 µM; 1.4% of 360,000 active;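 active means inhibition of 50% or more, scaled per plate between neutral and stimulator controls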;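 further: 0% = DMSO wells given calcium and 100% = 1 mM EGTA wells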
# CXCR6 inh: CXCR6 receptor inhibitors, primary screen, cell-based, beta-arrestin, luminescence, CHO-K1 PathHunter, 1536-well; C-X-C chemokine receptor type 6 (Homo sapiens), O00574; inhibition, % at 20 µM; 0.36% of 360,000 active; in the data active means inhibition above about 34%, passing the limit was not always enough;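 further: antagonist mode with CXCL16 agonist at 10 nM final; 0% = 10 nM CXCL16 with DMSO and 100% = unstimulated wells without agonist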
# The depositor's hits bear a star; · = not tested or not shown.
SMILES,CCR6 antag,APOBEC3A inh,EBI2 block,A3G deaminase,GRIN3A LBD mod,Gli-Sufu antag,MPTP inh,CXCR6 inh
Cc1cc(C)c2cc3c(N)c(C(=O)Nc4c(C)[nH]c(=O)[nH]c4=O)sc3nc2c1,8,1,-14,-3,1,7,0.1,-21
O=C(Nc1cccc(-c2cn3cccnc3n2)c1)c1cccs1,-4,1,-5,-7,7,0,0.1,-10
COc1cc(/C=N/Nc2nn3cnnc3c3ccccc23)ccc1O,-7,-1,-4,-12,-3,-14,-1.8,-10
CCOC(=O)C1(Cc2ccccc2C)CCCN(C(=O)CN2C(=O)CSC2=O)C1 (centres undefined),-1,-5,11,-6,3,-7,-0.5,-2
Cc1nnc(-c2ccccc2)o1,7,-4,0,-6,0,0,0.4,-2
CCOC(=O)c1ccc(N2C(=O)C3CCOc4ccccc4C32)cc1 (centres undefined),5,-6,-1,-15,0,0,-0.2,-5
O=C(COc1cccc2cccnc12)N/N=C/c1ccccc1O,5,4,7,1,0,43,1.3,-4
Clc1cccc(-c2nnc(-c3ccccc3)o2)c1,-18,-3,1,20,-1,-4,-2.1,-3
COc1ccc(OC)c(CNc2ncc(-c3cccc([N+](=O)[O-])c3)n2C)c1,14,-4,-10,-7,0,29,0.5,-8
Cc1ccccc1NC(=O)CN1C(=O)N/C(=C\c2cccn2-c2cccc(C(=O)O)c2)C1=O,8,93,-6,65,-1,0,-0.2,6
CCOC(=O)C1CCN(C(=O)CSc2ccc(Br)cc2)CC1,1,3,84*,-7,-1,-3,0.2,7
CCn1c(=O)cc(SCC(=O)N2CCC(C)CC2)c2ccccc21,0,-2,-16,-10,-3,14,-0.9,-10
CN1CCN(c2cnn(-c3ccccc3)c(=O)c2Br)CC1,6,3,4,-2,-2,-16,2.4,4
COc1cccc2sc3ccc(NCCC4CCCN4C)cc3c(=O)c12 (centres undefined),15,0,-4,-11,-1,-11,-2.2,-21
CC(C)c1nnc(NC(=O)c2ccc3c(c2)OCO3)s1,-1,1,-8,-8,1,-61,0.8,1
CCN(CC)S(=O)(=O)c1ccc(NC(=O)c2ccc(N3CCCC3=O)cc2)cc1,12,1,3,3,2,-4,0.6,5
CC(=O)NCCc1ccc(S(=O)(=O)NC2OC(=O)c3ccccc32)cc1 (centres undefined),4,-2,-8,-5,2,6,-0.6,-3
Cn1cccc1C(=O)OCC(=O)Nc1ccc2c(c1)CCC2,-8,-1,-11,-1,0,-7,0.0,-8
CN(C)C(=O)CSc1nnc(-c2ccc(F)cc2)c2ccccc12,15,-9,-10,-7,0,2,0.1,2
O=C(OCC(=O)N1CCN(C(=O)c2ccco2)CC1)c1ccc(Cl)c(Cl)c1,-3,-1,-4,-5,-1,1,0.3,2
CCC(Sc1nc(C)cc(=O)[nH]1)C(=O)Nc1sc2c(c1C#N)CCCC2 (centres undefined),-8,-2,3,-7,-6,9,58*,-4
Cn1c(=O)c(Cc2ccccc2)c(O)c2ccccc21,-9,-8,6,-6,-3,3,-2.4,-6
Brc1ccccc1-c1nnc2sc(-c3ccc4c(c3)OCCO4)nn12,3,-4,1,-13,-2,-3,2.1,2
COc1cccc(C(c2cccc(OC)c2)c2ccccc2C(=O)O)c1,6,·,-3,·,0,-1,0.9,7
CCOc1ccc(NC(N)=O)cc1OCC,6,-3,-4,-3,-2,4,0.9,1
Cc1cccnc1NC(=O)c1cc2ccccc2oc1=O,-2,4,-5,1,-3,-49,-2.5,-11
O=C(NCc1cccs1)C1CCC(CNS(=O)(=O)c2cccc3nsnc23)CC1 (centres undefined),10,1,5,1,0,·,-1.1,0
CCn1c(SCC(=O)NC2CCCCC2)nc2ccccc2c1=O,9,63*,10,15,0,0,0.0,3
O=C(Cn1cnc(S(=O)(=O)N2CCCC2)c1)Nc1cccc(Br)c1,8,-3,-10,-6,0,-21,-0.3,-6
O=c1[nH]n2c(=O)c3c([nH]c2c1N=Nc1ccccc1)CCC3,31,12,-1,4,-2,-1,-0.3,12
O=C(CSc1nc2ccccc2s1)Nc1nccs1,-2,1,0,0,-1,-1,0.6,0
NC(=O)Cn1nc([N+](=O)[O-])nc1Oc1ccccc1C(=O)N1CCOCC1,-4,1,7,-7,-2,8,-2.1,-6
Cc1nc2nc[nH]n2c(=O)c1CCC(C)C,-3,0,0,-1,-1,2,-0.8,-9
O=c1cc(CO)oc(C(Nc2ccccn2)c2ccc(C(F)(F)F)cc2)c1O (centres undefined),-8,-2,-14,-5,0,-7,68*,4
COc1ccc(-c2cc(C3CCN(c4ccc(C(C)=O)cc4[N+](=O)[O-])CC3)[nH]n2)cc1,18,-5,9,-7,0,35,84*,14
CN(C)S(=O)(=O)c1ccc(C(=O)OCC2CC2(Cl)Cl)cc1 (centres undefined),16,-2,21,1,0,-12,0.7,-5
Cc1cc(Nc2ccc(Br)cc2)nc(-c2ccccc2O)n1,-15,-2,20,0,29*,-5,3.7,-2
COc1cc2cc(CN(CCO)S(=O)(=O)c3ccccc3)c(=O)[nH]c2cc1OC,-12,-1,-2,-7,1,-1,0.8,3
CCCC(C)C(=O)N(Cc1ccccc1)c1ccccn1 (centres undefined),13,2,-3,1,-6,-7,-0.5,13
CN(c1ccc(C(=O)N/N=C/c2cccc([N+](=O)[O-])c2)cc1)S(=O)(=O)c1ccccc1,13,0,21,-3,-13,19,0.0,-1
COc1ccc(/C=N/Nc2nc(NCc3ccco3)nc(Nc3ccc(OC)cc3)n2)cc1,17,2,7,1,18*,·,-1.8,2
COc1ccc(-n2cnnc2SCC(=O)Nc2cccc(S(N)(=O)=O)c2)cc1,0,-3,-11,-9,0,28,0.6,5
COc1ccccc1N1CCN(CC(=O)Nc2ccnn2C2CCCC2)CC1,6,0,6,-5,1,-2,0.5,-3
CCOC(=O)CCn1c(=S)n(CCC(=O)OCC)c2ccccc21,12,0,1,-5,1,-1,1.3,-6
Cc1cc(NC(=O)CCCC(=O)O)nc(C)n1,0,-3,-7,-7,3,-2,-1.0,4
O=C1CCC([N+](=O)[O-])C(c2ccc(Cl)cc2)N1 (centres undefined),2,-2,-13,-9,1,-4,-1.5,-4
CCOc1ccc(OCCC(=O)N(CCOC)c2c(N)n(Cc3ccccc3)c(=O)[nH]c2=O)cc1,6,·,-3,·,-1,-6,-0.9,1
O=C(c1ccc([N+](=O)[O-])cc1)N1CCN(C(=O)c2cccnc2)CC1,-13,-6,-1,0,-1,4,0.2,-12
C(=N\n1cnnc1)/c1nc2ccccc2[nH]1,-3,4,-14,1,-2,-5,-3.7,-6
Cn1cc(CC(=O)Nc2cccc(C#N)c2)c2ccccc21,18,-1,10,-1,-6,-19,5.3,-1
CCOc1cc(N2CCOCC2)c(OCC)cc1NC(=O)Cn1cnnn1,-1,3,-3,-7,0,3,0.0,-22
CCOc1ccc(C(=O)COC(=O)C2COc3ccccc3O2)cc1 (centres undefined),5,2,0,-4,1,2,0.1,7
CCCCCCCCCOC1OC(CO)C(O)C(O)C1NC(C)=O (centres undefined),6,-2,-4,-3,-1,-6,-0.9,5
CCN1CCN(c2ccc(Nc3ccnc4ccccc34)cc2)CC1,24,1,-8,-4,0,-4,0.2,-3
O=C(COC(=O)c1cc(S(=O)(=O)N2CCOCC2)ccc1F)Nc1cc([N+](=O)[O-])ccc1F,-9,-3,-4,-10,-1,6,-0.9,-9
Cc1ccsc1C(=O)N1CC=C(c2ccccc2)CC1,27,-4,-5,-3,0,-5,0.3,1
Cc1cc2nnc(SCC(=O)OC(C)C)n2c2ccccc12,3,-3,-5,-5,-4,-12,0.7,8
COc1ccc(C=NN=C2c3ccccc3-c3ccccc32)cc1OC,15,·,16,·,-6,-2,0.0,11
CN(CC(=O)N(C)CC(=O)Nc1c(Cl)cccc1Cl)Cc1ccccc1F,5,12,-16,-1,4,7,-3.7,4
Nc1nc(N2CCOCC2)nc2ccccc12,-41,5,-1,3,9,-19,12,0

# Ordered by length of the SMILES (lowest first): part of the list above
SMILES,CCR6 antag,APOBEC3A inh,EBI2 block,A3G deaminase,GRIN3A LBD mod,Gli-Sufu antag,MPTP inh,CXCR6 inh
Nc1nc(N2CCOCC2)nc2ccccc12,-41,5,-1,3,9,-19,12,0
Cc1cc(NC(=O)CCCC(=O)O)nc(C)n1,0,-3,-7,-7,3,-2,-1.0,4
C(=N\n1cnnc1)/c1nc2ccccc2[nH]1,-3,4,-14,1,-2,-5,-3.7,-6
Cc1ccsc1C(=O)N1CC=C(c2ccccc2)CC1,27,-4,-5,-3,0,-5,0.3,1
CCCCCCCCCOC1OC(CO)C(O)C(O)C1NC(C)=O (centres undefined),6,-2,-4,-3,-1,-6,-0.9,5
Cn1cc(CC(=O)Nc2cccc(C#N)c2)c2ccccc21,18,-1,10,-1,-6,-19,5.3,-1
O=C1CCC([N+](=O)[O-])C(c2ccc(Cl)cc2)N1 (centres undefined),2,-2,-13,-9,1,-4,-1.5,-4
CCOc1ccc(C(=O)COC(=O)C2COc3ccccc3O2)cc1 (centres undefined),5,2,0,-4,1,2,0.1,7
CCOc1cc(N2CCOCC2)c(OCC)cc1NC(=O)Cn1cnnn1,-1,3,-3,-7,0,3,0.0,-22
CN(CC(=O)N(C)CC(=O)Nc1c(Cl)cccc1Cl)Cc1ccccc1F,5,12,-16,-1,4,7,-3.7,4
O=C(c1ccc([N+](=O)[O-])cc1)N1CCN(C(=O)c2cccnc2)CC1,-13,-6,-1,0,-1,4,0.2,-12
CCOc1ccc(OCCC(=O)N(CCOC)c2c(N)n(Cc3ccccc3)c(=O)[nH]c2=O)cc1,6,·,-3,·,-1,-6,-0.9,1
O=C(COC(=O)c1cc(S(=O)(=O)N2CCOCC2)ccc1F)Nc1cc([N+](=O)[O-])ccc1F,-9,-3,-4,-10,-1,6,-0.9,-9

# Next compounds:
SMILES,CCR6 antag,APOBEC3A inh,EBI2 block,A3G deaminase,GRIN3A LBD mod,Gli-Sufu antag,MPTP inh,CXCR6 inh
COC(=O)c1ccc(NC(=O)C2C3CCC(C3)C2C(=O)O)cc1 (centres undefined),-10,-1,-6,-3,-1,10,-1.3,8
O=S(=O)(Nc1ccc(N2CCCCC2)cc1)c1ccc(F)c(F)c1,-6,-2,-7,-6,-2,-6,3.1,-10
CC1CCCC(NC(=O)c2ccc(COc3ccccc3)o2)C1C (centres undefined),12,-1,11,-4,0,17,0.2,-5
FC(F)(F)c1ccc(NCCc2ccccc2)nc1,16,-3,3,-9,3,-2,0.8,-1
COc1cc(C2Nc3cccc4cccc(c34)N2)cc(OC)c1O,-4,8,6,23,-1,13,1.3,9
COc1cc(N=Nc2ccccc2C(=O)O)ccc1O,23,11,-11,0,-8,13,1.0,17
CC1=CC(=C(C#N)C#N)C=C(C)N1CCN1CCNCC1,1,-6,-14,-8,0,6,-3.6,-1

# Source: PubChem BioAssay
